Compound activity as filed in PubChem.
PAFAH1B2 inh: blocks human PAF acetylhydrolase 1b catalytic subunit 2. P68402. recombinant PAFAH1B2, FP-rhodamine activity probe, fluorescence polarization. inhibition, % at 3.39 µM. hit rate 1.2% among 340,000. AID 492953;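 active = inhibition above the mean of all tested compounds plus 3 SD, cut at about 24% in these data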;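 note: 0% = enzyme with DMSO and 100% = wells lacking PAFAH1B2; many of its hits are not listed in these tables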
PAFAH1B3 FP inh: PAFAH1B3 (human) inhibition | Q15102 | recombinant PAFAH1B3, FP-rhodamine probe, fluorescence polarization | inhibition, % at 3.39 µM | hit rate 0.28% among 340,000;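 active = inhibition above the screen-wide average of all tested compounds plus 3 SD, cut at about 25% in these data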;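 note: 0% = enzyme with DMSO only and 100% = wells lacking PAFAH1B3 protein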
Target sequence (Q15102 whole entry, looked up): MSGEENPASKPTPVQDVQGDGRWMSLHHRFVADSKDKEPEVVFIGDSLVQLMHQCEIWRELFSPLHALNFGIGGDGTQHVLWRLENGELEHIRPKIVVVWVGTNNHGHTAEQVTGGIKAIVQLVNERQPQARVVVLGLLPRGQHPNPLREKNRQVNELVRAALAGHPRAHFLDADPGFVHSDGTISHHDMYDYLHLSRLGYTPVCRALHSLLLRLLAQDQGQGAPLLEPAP
LYPLA1 inh: LYPLA1 (human) inhibition in PME1 counter-screen | O75608 | recombinant LYPLA1, FP-Rh probe fluorescence polarization | inhibition, % at 5.9 µM | hit rate 0.16% among 320,000 | AID 2174;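 active = inhibition above the mean of all tested compounds plus 3 SD, set per campaign, cut at about 14% in these data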;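 note: inhibitors block serine hydrolase probe labeling of LYPLA1 so polarization falls; 0% = enzyme with DMSO and 100% = wells lacking LYPLA1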
Fam108B inh: counter-screen for RBBP9 inhibitors: inhibitors of mouse Fam108B; recombinant Fam108B, FP-Rh probe fluorescence polarization; inhibition, % at 9.51 µM; hit rate 0.33% among 300,000; AID 1947;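 active = inhibition above the screen mean inhibition plus 3 SD, computed separately per campaign, cut at about 18% in these data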;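 note: inhibitors lower polarization as less probe binds the enzyme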
PAD4 FP inh: blocks human protein arginine deiminase 4; hit rate 0.41% among 330,000; inhibition, % at 6.36 µM; recombinant PAD4, RCA probe fluorescence polarization; Q9UM07;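 active = percent inhibition above a cutoff equal to the mean of all tested compounds plus 3 SD, cut at about 15% in these data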;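 note: 0% = PAD4 with RCA probe and DMSO and 100% = probe without PAD4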
GSTO1 inh: counter-screen for RBBP9 inhibitors: inhibitors of human GSTO1; P78417; inhibition, % at 5.96 µM; AID 1974; hit rate 1.1% among 300,000; recombinant GSTO1, activity-based probe fluorescence polarization;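 active = inhibition above the campaign mean inhibition plus 3 SD, cut at about 35% in these data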;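 note: 0% = GSTO1-1 with DMSO and 100% = wells lacking GSTO1-1 enzyme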
Target sequence (P78417 whole entry, looked up): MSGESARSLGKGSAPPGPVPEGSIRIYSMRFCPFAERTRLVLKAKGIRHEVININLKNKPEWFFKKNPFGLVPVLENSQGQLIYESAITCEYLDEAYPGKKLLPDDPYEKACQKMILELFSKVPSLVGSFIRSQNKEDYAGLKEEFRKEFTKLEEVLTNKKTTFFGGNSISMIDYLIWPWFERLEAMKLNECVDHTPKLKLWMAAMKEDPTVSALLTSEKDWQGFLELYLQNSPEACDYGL
pPAFAH FP inh: inhibitors of human plasma PAF acetylhydrolase (pPAFAH); Q13093; recombinant pPAFAH, FP-rhodamine probe fluorescence polarization; inhibition, % at 3.39 µM; hit rate 1.5% among 330,000;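 active = inhibition above the mean inhibition across the screen plus 3 SD, cut at about 25% in these data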;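 note: inhibitors block binding of the rhodamine activity-based probe so polarization drops; 0% = enzyme with DMSO and 100% = wells lacking pPAFAH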
Target sequence (Q13093 whole entry, looked up): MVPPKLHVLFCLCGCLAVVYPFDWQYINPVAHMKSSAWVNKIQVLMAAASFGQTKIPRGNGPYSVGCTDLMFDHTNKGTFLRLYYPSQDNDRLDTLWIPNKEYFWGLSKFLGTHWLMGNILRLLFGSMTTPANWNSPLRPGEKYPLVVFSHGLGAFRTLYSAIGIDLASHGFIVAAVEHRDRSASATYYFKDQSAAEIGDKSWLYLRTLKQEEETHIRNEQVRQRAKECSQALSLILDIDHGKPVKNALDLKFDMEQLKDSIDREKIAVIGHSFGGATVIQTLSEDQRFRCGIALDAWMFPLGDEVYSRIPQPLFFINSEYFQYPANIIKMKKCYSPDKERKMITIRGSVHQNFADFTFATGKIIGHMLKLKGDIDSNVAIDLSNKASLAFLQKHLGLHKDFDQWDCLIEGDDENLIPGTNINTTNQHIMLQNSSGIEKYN
PAFAH2 inh: inhibitors of human PAFAH2 | Q99487 | recombinant PAFAH2, FP-rhodamine activity probe, fluorescence polarization | inhibition, % at 3.39 µM | hit rate 0.99% among 340,000 | AID 492956;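 active = inhibition above the mean over all tested compounds plus 3 SD, cut at about 30% in these data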;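 note: inhibitors block probe labeling of enzyme so polarization drops; 0% = enzyme with DMSO and 100% = wells lacking PAFAH2 protein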
PME-1 inh: PME-1 (human) inhibition; inhibition, % at 5.9 µM; hit rate 0.53% among 320,000; recombinant PME-1, FP-Rh probe fluorescence polarization; Q9Y570;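 active = inhibition above the campaign mean of all compounds plus 3 SD, cut at about 26% in these data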;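 note: competitive labeling of PME-1 active site by serine hydrolase directed probe; 0% = PME-1 with DMSO and 100% = wells lacking PME-1 enzyme; inhibitors block probe labeling so polarization falls and inhibition rises; many of its hits are not listed in these tables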
Numbers without * were called inactive; nt = no result given.

SMILES	PAFAH1B2 inh	PAFAH1B3 FP inh	LYPLA1 inh	Fam108B inh	PAD4 FP inh	GSTO1 inh	pPAFAH FP inh	PAFAH2 inh	PME-1 inh
O=C(CCn1nnnc1CN1CCOCC1)N1CCC(c2cccc(Cl)c2)C1 (centres undefined)	1	16	4	-1	-5	0	4	4	2
C=CCc1c(C)nc(SCc2ccccc2)[nH]c1=O	8	0	-1	4	2	-3	21	4	5
CCOC(=O)CC1(C)SC(NC(C)=O)=NN1C(C)=O (centres undefined)	3	5	4	0	0	2	5	-1	0
CC(=O)c1ccc(N2CCN(c3ccc(C(N)=O)cc3[N+](=O)[O-])CC2)cc1	5	8	10	-1	1	5	4	-3	7
COc1ccc(S(=O)(=O)n2ccnc2)c2cccnc12	6	3	0	0	-1	2	-2	0	0
NNC(=O)[C@H]1C[C@@H]1c1ccccc1	4	2	0	-2	1	1	6	4	-4
O=C(COC(=O)CCC(=O)c1cccs1)NC1CC1	-1	5	-2	0	2	-3	1	-1	3
Cc1cc(-n2cnnn2)ccc1C(C)C	1	2	-6	1	-2	1	1	8	1
Oc1ccc(-c2nc(-c3ccc(F)cc3)c(-c3ccncc3)[nH]2)cc1	6	2	3	4	-2	-10	5	10	-3
Cc1ccc(C)c(NC(=S)NNc2ccc(F)cc2F)c1	3	8	0	0	1	10	3	3	7
CCOC(=O)CSc1nc(C)nc2c1sc1nc(C)c(C(C)=O)c(-c3ccc(OC)cc3)c12	-7	8	-1	-3	-3	3	-5	-5	-5
Oc1c(Cl)cc(Cl)cc1CNc1nc2ccccc2[nH]1	6	9	-7	8	5	-5	18	20	25
O=S(=O)(Nc1cccnc1)c1cc(Cl)ccc1Cl	4	3	-1	0	7	-1	4	3	4
O=C(CCc1ccc(S(=O)(=O)NCCc2ccccc2)cc1)NCc1ccc2c(c1)OCO2	13	9	-6	-2	0	5	16	0	5
COc1ccc2c(COC(=O)c3n[nH]c4ccccc34)cc(=O)oc2c1	-2	-5	-4	-7	-5	-6	7	2	-15
O=C1C=C(NC(=O)Nc2ccc(Cl)c(Cl)c2)CCC1	-25	-54	-13	-33	-6	-19	-12	-51	-21
CCOc1ccccc1NC(=O)C(OC(=O)c1ccccc1)c1ccccc1 (centres undefined)	0	-4	-4	-7	7	11	-7	-2	-4
COc1ccc(-c2[nH]ncc2/C=N/NC(=O)c2cccc([N+](=O)[O-])c2)cc1OC	-1	9	2	5	-6	-2	11	1	1
Cc1ccc(-c2csc3ncnc(N4CCN(C(=O)c5ccco5)CC4)c23)cc1	-2	12	0	nt	-3	nt	3	-3	6
COc1ccc(CC(=O)Nc2ccc(S(=O)(=O)Nc3onc(C)c3C)cc2)cc1OC	4	-9	-1	-7	-1	3	2	-1	0
C=CCOc1ccc(/C=C/C(C)=N\O)cc1	0	1	2	1	0	10	-6	-1	-6
CN(C)c1ccc2c(=O)[nH][nH]c(=O)c2c1	2	2	-3	-3	-1	-4	5	1	-2
CCOC(=O)c1cc(-c2nnc(-c3ccc(Cl)cc3)o2)c(C)nc1C	-1	7	-1	2	-4	-5	-11	3	-5
O=C(CC(C(=O)O)c1cccc(Cl)c1Cl)c1ccccc1 (centres undefined)	5	-4	-3	-5	-6	3	-5	6	-7
Cn1cc(CN2CCC(C(=O)Nc3ccc(Oc4ccccc4F)cc3)CC2)cn1	-1	3	-1	-3	-1	3	6	1	-2
COc1ccc(C2CC(c3ccc(Br)cc3)=NN2C(=O)CN2CCCC2)cc1 (centres undefined)	4	0	1	5	8	1	7	-1	3
COCCNC(=O)CSc1nc2ccccc2c(=O)n1CCCC(=O)NCc1ccccc1	-1	5	-1	4	3	8	1	-1	-2
C[C@@H]1CCC(=O)N(CC[C@H](N=[N+]=[N-])c2ccccc2)CC1	9	1	-1	2	1	-2	9	12	0
CCC(=O)c1c[nH]c(C(=O)NCCCn2ccnc2)c1	0	8	-1	-4	-6	-1	-2	1	-9
Cc1occc1C(=O)N(C)Cc1nc(-c2ccccc2)no1	2	0	-1	2	4	3	3	-11	2

Next part; the last 2 above are carried over.
SMILES	PAFAH1B2 inh	PAFAH1B3 FP inh	LYPLA1 inh	Fam108B inh	PAD4 FP inh	GSTO1 inh	pPAFAH FP inh	PAFAH2 inh	PME-1 inh
CCC(=O)c1c[nH]c(C(=O)NCCCn2ccnc2)c1	0	8	-1	-4	-6	-1	-2	1	-9
Cc1occc1C(=O)N(C)Cc1nc(-c2ccccc2)no1	2	0	-1	2	4	3	3	-11	2
O=C(CNS(=O)(=O)c1ccc(F)cc1)Nc1ccc(C(F)(F)F)cc1	11	2	2	-1	2	8	-3	4	-4
COc1ccc(C(C)=O)cc1CSc1nnc(Nc2ccc(C)cc2C)s1	5	-2	-4	-2	-7	-11	4	1	8
COc1ccc(NC(=O)C2CCCN(C(=O)Nc3ccc(F)cc3)C2)cc1 (centres undefined)	3	7	1	-1	-3	1	3	2	11
COc1cc(C(=O)Nc2scc(-c3ccccc3)c2C(=O)O)cc(OC)c1OC	0	6	-2	1	1	1	7	7	-4
COc1cc(NS(=O)(=O)c2ccc(C)c(C)c2)c(OC)cc1Cl	5	2	1	3	0	2	2	8	9
CC(=O)Nc1ccc(S(=O)(=O)Nc2ccc3c(c2)OCO3)cc1	6	9	-1	-2	1	-1	7	2	0
CC(C)(C)NC(=O)C(c1ccncc1)N(C(=O)CNC(=O)c1ccco1)c1ccc2c(c1)OCO2 (centres undefined)	3	11	-2	5	-2	3	3	-3	0
O=C(NCc1ccc(Cl)cc1Cl)C(=O)N1CCCCC1	7	1	5	-5	3	5	4	-4	3
O=C(NC(=S)Nc1ccccc1)c1cncc(C#Cc2ccccc2)c1	-1	0	-3	-2	2	-7	1	1	-7
CC1(C)CC(=O)C2=C(C1)Nc1ccccc1NC2c1ccccn1 (centres undefined)	6	-2	2	-6	-2	5	-1	4	12
Cc1ccc(S(=O)(=O)N(C)CCCC(=O)NC(C)(C)CO)cc1	-2	4	-1	1	0	6	3	-2	-1
O=C(Nc1ccccc1)N1CCN(c2ncccn2)CC1	-4	-1	-2	0	-5	-7	1	9	2
COc1ccc(NC(=O)COC(=O)CCCc2c[nH]c3ccccc23)cc1OC	6	3	2	0	-1	6	13	7	-2
O=C(NC1CCCN(Cc2ccc(Cl)cc2)C1)c1cccc(F)c1 (centres undefined)	2	-8	-2	1	-3	-4	4	3	-1
O=[N+]([O-])c1ccc(NC(=S)NCCc2ccccc2)cc1	16	6	-16	-7	-1	-5	2	-6	-19

Full records, quoted from the list. Order of screens: PAFAH1B2 inh, PAFAH1B3 FP inh, LYPLA1 inh, Fam108B inh, PAD4 FP inh, GSTO1 inh, pPAFAH FP inh, PAFAH2 inh, PME-1 inh
`O=C(NC1CCCN(Cc2ccc(Cl)cc2)C1)c1cccc(F)c1` (centres undefined) is entered as 2, -8, -2, 1, -3, -4, 4, 3, -1
`O=C(NC(=S)Nc1ccccc1)c1cncc(C#Cc2ccccc2)c1` is entered as -1, 0, -3, -2, 2, -7, 1, 1, -7
`O=C(Nc1ccccc1)N1CCN(c2ncccn2)CC1` is entered as -4, -1, -2, 0, -5, -7, 1, 9, 2
`COc1ccc(NC(=O)C2CCCN(C(=O)Nc3ccc(F)cc3)C2)cc1` (centres undefined) is entered as 3, 7, 1, -1, -3, 1, 3, 2, 11
`COc1ccc(NC(=O)COC(=O)CCCc2c[nH]c3ccccc23)cc1OC` is entered as 6, 3, 2, 0, -1, 6, 13, 7, -2

Other compounds follow:
SMILES	PAFAH1B2 inh	PAFAH1B3 FP inh	LYPLA1 inh	Fam108B inh	PAD4 FP inh	GSTO1 inh	pPAFAH FP inh	PAFAH2 inh	PME-1 inh
Cc1ccc(/C=C/C(=O)NC(=S)N2CCN(c3ccc(F)cc3)CC2)cc1	0	4	-2	-1	2	2	3	-4	-2
Cc1cc(F)ccc1NCc1cccnc1	-2	-1	-2	-2	-4	6	3	0	-4
COc1cc(/C=N/NC(=O)CCN2CCN(c3ccccc3)CC2)cc(OC)c1OC	5	5	2	-6	-12	-3	-3	4	-1
Cc1c(NC(=O)CN2CCN(c3ccc([N+](=O)[O-])cc3)CC2)c(=O)n(-c2ccccc2)n1C	4	4	5	0	-2	0	3	8	3
Cn1nc(-c2ccccc2)c(CO)c1Sc1ccccc1	4	1	2	6	-2	-7	0	-9	-3
CC1CCCCC1NC(=O)Cn1c(CN2CCCCC2)nc2ccccc2c1=O (centres undefined)	-3	12	3	-2	-3	2	1	1	0
Cc1ccc(CN2C(=O)c3ccccc3C2C(=O)NCc2cccnc2)cc1 (centres undefined)	0	0	-4	0	5	-2	1	5	-3
COCCNC(=O)Cn1c(=O)n(Cc2ccc(C(=O)NCCc3ccc(OC)c(OC)c3)cc2)c(=O)c2ccccc21	5	6	2	-4	3	2	-2	7	2
CCC(C)(CCNC(=O)Cc1ccccc1)c1ccccc1OC (centres undefined)	4	1	-3	4	1	-3	8	9	5
CC1(c2nnc(-c3ccccc3)o2)CC(c2cccnc2)=NO1 (centres undefined)	2	-6	4	-4	-6	-3	3	1	3
CC(C(=O)Nc1ccc(F)c(F)c1F)N(C)CC(=O)Nc1ccccc1Br (centres undefined)	2	13	0	-3	0	2	5	3	6
O=C(CN1C(=O)c2cccc3cccc1c23)Nc1ccccc1C(=O)NCc1ccco1	2	4	0	0	1	5	1	18	19
CCN(C(=O)CSc1ccc2ccccc2n1)C1CCCCC1	15	12	nt	nt	-4	nt	-4	7	nt
CN1CCN(c2ccc(NC(=O)c3ccc(C(F)(F)F)cc3)cn2)CC1	2	1	-2	2	-1	1	8	3	-1
Cc1ccc(/C=N/NC(=O)c2cc3ccccc3cc2O)o1	4	7	-6	8	1	19	57*	8	5
O=C(CSC1=NCCS1)c1ccc(Cl)cc1	7	5	4	-2	10	-2	7	-5	4

A portion of the library; the hit share may differ from the screen's.
